High-throughput results from PubChem BioAssay.
ADAM17 inh: ADAM17 inhibitors, primary screen, biochemical, QFRET; Disintegrin and metalloproteinase domain-containing protein 17 (Homo sapiens), P78536; recombinant ADAM17, EDANS/DABCYL FRET peptide cleavage; inhibition, % at 6.95 µM; actives 0.83% (n = 370,000);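 active means inhibition above the mean of compounds lying between control limits plus 3 SD, set per campaign, cut at about 8.5% in these data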;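 further: 0% = DMSO-only wells as the low control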
DDE Tn7 FP inh: inhibitors of Tn7 peptide binding to fibrin DD(E), primary screen, biochemical, fluorescence polarization, human fibrin, Tn7 probe. Fibrinogen beta chain (Homo sapiens), P02675. inhibition, % at 8.3 µM. AID 720508, 2013. FP displacement of FITC-Tn7 peptide from fibrin DD(E); 0% = median of compound wells per plate. actives 0.13% (n = 370,000);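 active means inhibition above the mean of compounds falling within the control limits plus 3 SD of them, cut at about 14% in these data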;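 further: 0% = plate median of compound wells and 100% = 10 µM Aha-Tn7 peptide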
Target sequence (P02675 whole entry, looked up): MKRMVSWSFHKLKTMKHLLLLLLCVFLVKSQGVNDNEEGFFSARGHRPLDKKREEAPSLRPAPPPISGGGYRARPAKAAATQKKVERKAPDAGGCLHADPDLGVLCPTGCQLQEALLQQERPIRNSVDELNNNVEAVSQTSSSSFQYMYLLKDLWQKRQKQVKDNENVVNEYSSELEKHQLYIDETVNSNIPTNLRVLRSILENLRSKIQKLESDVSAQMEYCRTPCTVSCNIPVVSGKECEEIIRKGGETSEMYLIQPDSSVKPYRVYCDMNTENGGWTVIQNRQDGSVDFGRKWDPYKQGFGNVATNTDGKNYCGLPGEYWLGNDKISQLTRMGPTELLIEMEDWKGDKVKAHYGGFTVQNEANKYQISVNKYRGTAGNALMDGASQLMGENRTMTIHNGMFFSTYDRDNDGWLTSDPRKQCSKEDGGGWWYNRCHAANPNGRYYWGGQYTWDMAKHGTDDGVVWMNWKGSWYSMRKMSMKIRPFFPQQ
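Assay system: human fibrin DD(E). Input: DD(E) 2 µM final. Medium: Tris buffer with calcium and detergent, pH 7.8. Compound dosing: single point at 8.3 µM. Timing: 10 min plus 3 h, room temperature. Technique: fluorescence polarization of the labelled Tn7 tracer. Read-out: percent inhibition. Replicates: singlicate testing.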
PLC-gamma1 inh: PLC-gamma1 enzyme inhibitors, primary screen, biochemical, fluorescence, purified enzyme; 1-phosphatidylinositol 4,5-bisphosphate phosphodiesterase gamma-1 (Homo sapiens), P19174; inhibition, % at 12.2 µM; AID 720700, 2013; actives 0.84% (n = 370,000); fluorogenic substrate; in the data active means inhibition above about 9.5%
TDP2 absorb: human TDP2 enzyme inhibitors, primary screen, biochemical, epi absorbance, recombinant enzyme; actives 0.34% (n = 370,000); AID 720702, 2013; inhibition, % at 12.8 µM; Tyrosyl-DNA phosphodiesterase 2 (Homo sapiens), O95551; T5PNP hydrolysis, p-nitrophenol absorbance 415 nm;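 active means inhibition above the mean of all tested compounds plus 3 SD, set per campaign, cut at about 25% in these data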;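 further: 0% = DMSO with enzyme and 100% = buffer with substrate but no TDP2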
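Evaluation: % inhibition relative to enzyme-containing and enzyme-free wells. Material: recombinant human TDP2. Benchmarks: enzyme-free and DMSO wells. Timing: enzyme reaction with compound for 2 h at 37 °C. Compound dosing: 12.8 µM only. Measured by: p-Nitrophenol epi absorbance. Reagent: T5PNP substrate at 5 mM, a TopII-DNA adduct mimic. Replication: single well per compound.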
ASAP1 GAP inh: inhibitors of human ASAP1 ArfGAP activity, primary screen, biochemical, fluorescence polarization; Arf-GAP with SH3 domain, ANK repeat and PH domain-containing protein 1 (Homo sapiens), …; ASAP1-stimulated ARF1 GTP hydrolysis, GDP FP detection; inhibition, % at 16.5 µM; actives 0.19% (n = 360,000); AID 624377, 2012; in the data active means inhibition above about 25%;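 further: 0% = vehicle with enzyme and substrate and 100% = no enzyme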
Target sequence (Q9ULH1 325-724 limits assumed): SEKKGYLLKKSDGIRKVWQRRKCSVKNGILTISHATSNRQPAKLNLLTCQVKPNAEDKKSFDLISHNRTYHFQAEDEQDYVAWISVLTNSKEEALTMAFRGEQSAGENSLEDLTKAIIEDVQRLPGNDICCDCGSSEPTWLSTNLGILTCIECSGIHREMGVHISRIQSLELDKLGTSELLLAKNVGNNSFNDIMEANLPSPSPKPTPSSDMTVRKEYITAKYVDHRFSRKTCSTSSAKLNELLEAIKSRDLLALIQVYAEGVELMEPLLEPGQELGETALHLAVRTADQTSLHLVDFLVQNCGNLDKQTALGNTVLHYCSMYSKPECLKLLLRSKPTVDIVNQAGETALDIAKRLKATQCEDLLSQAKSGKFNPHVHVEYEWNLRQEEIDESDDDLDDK
KLK7 zymogen act: proKLK7 zymogen activators, primary screen, biochemical, fluorescence intensity; AID 652039, 2013; purified proKLK7, EDANS-DABCYL substrate fluorescence; 100% is mature enzyme control, 0% vehicle; activation, % at 7 µM; actives 0.9% (n = 370,000);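 active means activation above the mean of all tested compounds plus 3 SD, computed per campaign excluding outliers beyond control limits, cut at about 13% in these data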
ARFGAP1 inh: inhibitors of rat ARFGAP1 GAP activity, primary screen, biochemical, fluorescence polarization, GDP tracer; ADP-ribosylation factor GTPase-activating protein 1 (Rattus norvegicus), Q62848; Arfgap1-stimulated ARF1 GTP hydrolysis, GDP FP detection; inhibition, % at 16.5 µM; actives 0.26% (n = 360,000); AID 651572, 2012;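 active means inhibition above a per-plate limit, mean inhibition of low control wells plus 3 SD, cut at about 25% in these data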;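 further: 0% = DMSO wells with enzyme and 100% = wells lacking Arfgap1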
Target sequence (Q62848 1-136 limits assumed): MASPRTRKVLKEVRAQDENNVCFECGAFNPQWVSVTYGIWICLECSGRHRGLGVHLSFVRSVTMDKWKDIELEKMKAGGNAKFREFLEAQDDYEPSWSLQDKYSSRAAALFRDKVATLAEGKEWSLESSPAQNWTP
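system = rat Arfgap1 catalytic domain, aa 1-136 | technique = FP, GDP Alexa 633 tracer displaced from anti-GDP antibody, 620/688 nm | compound = one concentration, 16.5 µM, DMSO 1.26% | medium = HEPES-based buffer, pH 7.5 | timing = compound-enzyme preincubation 20 min, reaction 120 min, detection 60 min, 25 °C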
LEDGF integ inh: blockers of LEDGF/p75-dependent integrase strand transfer – biochemical, TR-FRET, high throughput, primary screen. HIV-1 integrase (with human LEDGF/p75). TR-FRET IN-LEDGF/p75 DNA integration, Eu/Cy5. inhibition, % at 3.7 µM. actives 0.64% (n = 370,000);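 active means inhibition above the screen-wide mean plus 3 SD, cut at about 13% in these data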;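 further: signal is the Cy5 over europium emission ratio at 671 and 618 nm; 0% = plate median of compound wells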
ADAM10 inh: human ADAM10 inhibitors, primary screen, biochemical, QFRET, HTS; actives 0.62% (n = 370,000); inhibition, % at 7 µM; recombinant ADAM10, EDANS/DABCYL FRET peptide cleavage, 3 h; Disintegrin and metalloproteinase domain-containing protein 10 (Homo sapiens), O14672;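 active means inhibition above a per-campaign cutoff equal to the mean of compounds falling between control-based bounds plus 3 SD, cut at about 20% in these data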;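 further: 0% = DMSO wells while the 100% control is not disclosed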
DDE Tn6 FP inh: inhibitors of Tn6 peptide binding to fibrin DD(E), primary screen, biochemical, fluorescence polarization, human fibrin, Tn6 probe. Fibrin DD(E) TRITC-Tn6 fluorescence polarization displacement. actives 0.21% (n = 370,000). inhibition, % at 8.3 µM;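 active means inhibition above a per-campaign cutoff: mean of compounds within control limits plus 3 SD, cut at about 15% in these data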;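 further: 0% = median of all compound wells on the plate and 100% = blocking peptide control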
Starred values were filed as active, the others as inactive.

entry	mol	ADAM17 inh	DDE Tn7 FP inh	PLC-gamma1 inh	TDP2 absorb	ASAP1 GAP inh	KLK7 zymogen act	ARFGAP1 inh	LEDGF integ inh	ADAM10 inh	DDE Tn6 FP inh
1	Cc1ccc(NC(=O)C2CCCN2S(=O)(=O)c2cccc3cccnc23)c(C)c1 (configuration not stated)	-2	-2	5	14	-5	-0.1	-1	0	8	2
2	O=C(O)CSCC(=O)Nc1cccc2ccccc12	-6	3	-5	0	-6	-0.1	-2	5	-6	-4
3	CC(C)C(NC(=O)c1ccco1)C(=O)OCC(=O)NCCc1ccccc1 (configuration not stated)	-6	-8	4	2	4	0.2	6	-1	-5	0
4	CCN(CC)C(=S)Nc1ccc(C(=O)OC)cc1	0	-5	-1	4	6	0.2	-4	1	-3	6
5	CC1CCC(NC(=O)COC(=O)C2=NN(c3ccccc3)C(=O)CC2)CC1 (configuration not stated)	-4	5	2	9	-18	0.9	-3	-2	-5	8
6	Cc1cc(C)c(S(=O)(=O)NCC(=O)NCc2cc(=O)n(C)c(=O)n2C)c(C)c1	-8	7	1	1	-13	0.1	0	-4	-1	3
7	C=CCn1c(SCC(=O)c2cccs2)nnc1-c1cccc(OC)c1	-4	-4	0	2	-13	0.7	-9	-2	2	5
8	O=C(COC(=O)CN1C(=O)C(=O)c2ccccc21)OCN1C(=O)c2ccccc2C1=O	0	-2	1	3	-13	0.1	16	2	5	-1
9	CC(C)(O)C#Cc1ccc(CN2CCC(n3nccc3NC(=O)C3CC3)CC2)cc1	-5	4	6	-7	-1	0.9	8	0	-2	-5
10	CN(C(=O)C1CCCCC1)C1(C)CCS(=O)(=O)C1 (configuration not stated)	-1	4	3	13	-13	0.5	-10	2	4	4
11	COC(=O)c1ccc(NC(=O)c2cccc(OC)c2)cc1	-4	1	2	-4	-4	0.2	-7	1	0	11
12	COCCN1Cc2cccc(C(=O)NCc3cccnc3)c2C1=O	-1	-6	2	-9	-7	-0.1	-1	4	1	-3
13	O=C(O)C1(c2ccccc2)CCN(S(=O)(=O)c2ccccc2)CC1	-3	0	0	-7	6	-0.2	2	-3	1	7
14	O=C(c1ccc(N2CCCC2=O)cc1)N1CCN(c2ccccc2Cl)CC1	0	0	2	2	2	0.3	7	3	0	-3
15	CC(=O)O/N=C(/c1nonc1N)N(C)C	-3	-6	0	8	3	-0.2	6	-5	-10	-7
16	CC(C)Cn1c(-c2csc3ccccc23)n[nH]c1=S	-2	-5	-2	1	6	-0.4	-1	-2	7	3
17	O=C(NNC(=O)c1cc2ccccc2[nH]1)OCc1ccccc1	-3	8	-1	4	2	-0.4	10	1	-6	-4
18	O=C(C1CCCC1)N1CCN=C1SCc1cccc([N+](=O)[O-])c1	2	-4	9	-15	-1	-0.5	-5	2	6	-5
19	Cn1c(SCc2ccccc2Cl)nc2c1c(=O)[nH]c(=O)n2C	-4	-2	-1	3	-16	-0.4	-2	-4	-7	-1
20	Cc1ccc(S(=O)(=O)Nc2c(C)nn(C)c2C)c(C)c1	-1	-5	-1	4	-1	0.1	3	4	-3	-1

3 of the entries above in order of the ASAP1 GAP inh value, highest first:
entry	mol	ADAM17 inh	DDE Tn7 FP inh	PLC-gamma1 inh	TDP2 absorb	ASAP1 GAP inh	KLK7 zymogen act	ARFGAP1 inh	LEDGF integ inh	ADAM10 inh	DDE Tn6 FP inh
4	CCN(CC)C(=S)Nc1ccc(C(=O)OC)cc1	0	-5	-1	4	6	0.2	-4	1	-3	6
12	COCCN1Cc2cccc(C(=O)NCc3cccnc3)c2C1=O	-1	-6	2	-9	-7	-0.1	-1	4	1	-3
19	Cn1c(SCc2ccccc2Cl)nc2c1c(=O)[nH]c(=O)n2C	-4	-2	-1	3	-16	-0.4	-2	-4	-7	-1

Part of the list above in order of formula weight, largest number first:
entry	mol	ADAM17 inh	DDE Tn7 FP inh	PLC-gamma1 inh	TDP2 absorb	ASAP1 GAP inh	KLK7 zymogen act	ARFGAP1 inh	LEDGF integ inh	ADAM10 inh	DDE Tn6 FP inh
9	CC(C)(O)C#Cc1ccc(CN2CCC(n3nccc3NC(=O)C3CC3)CC2)cc1	-5	4	6	-7	-1	0.9	8	0	-2	-5
17	O=C(NNC(=O)c1cc2ccccc2[nH]1)OCc1ccccc1	-3	8	-1	4	2	-0.4	10	1	-6	-4
2	O=C(O)CSCC(=O)Nc1cccc2ccccc12	-6	3	-5	0	-6	-0.1	-2	5	-6	-4

Additional records:
entry	mol	ADAM17 inh	DDE Tn7 FP inh	PLC-gamma1 inh	TDP2 absorb	ASAP1 GAP inh	KLK7 zymogen act	ARFGAP1 inh	LEDGF integ inh	ADAM10 inh	DDE Tn6 FP inh
21	Cc1cc(S(=O)(=O)Cc2noc(-c3c(C)noc3C)n2)c(C)cc1Cl	-6	2	1	-4	-5	0.2	-5	3	-3	-2
22	COc1ccc(CCn2c(-c3ccc(Cl)cc3)n[nH]c2=S)cc1OC	-3	-1	-1	4	1	0.5	-8	1	3	-3
23	O=[N+]([O-])c1c(C(Cl)Cl)nn(-c2ccccc2)c1N1CCOCC1	-1	-12	-1	6	-1	0.1	14	4	-4	-4
24	O=c1[nH]c2ccc(NCc3ccc(OCc4ccccc4Cl)cc3)cc2[nH]1	-8	0	-9	3	4	0.2	-3	-1	-17	4
25	CCN(CC(=O)NCc1ccc(F)cc1)CC(=O)Nc1cc(S(=O)(=O)N(C)C)ccc1C	0	0	-3	-7	14	1.1	12	5	-2	-4
26	C=CCc1ccccc1OCC(O)CN1CCN(c2ccc(C)cc2)CC1 (configuration not stated)	6	-1	4	-17	7	-0.2	6	0	9	-3
27	CCN(C(=O)COC(=O)CSc1cc(C)c2ccccc2n1)c1ccccc1	3	2	-5	2	9	0.2	11	2	2	4
28	Cc1ccc(S(=O)(=O)N2CCN(C(=O)COC(=O)CNC(=O)c3ccccc3F)CC2)c(C)c1	-3	-4	0	-3	3	0.1	4	-2	1	3
29	O=C(C1CCCCN1S(=O)(=O)c1ccccc1)N1CCCCC1 (configuration not stated)	-2	3	3	-1	-6	-0.1	2	-1	1	0
30	Cc1cc(C)cc(-c2nnc(SCC(=O)NCc3cccs3)o2)c1	0	4	2	4	7	0.3	-5	0	5	3
31	CCn1c(CSCc2ccc(Cl)cc2)n[nH]c1=S	1	-2	5	-5	-2	-0.1	-2	-1	8	0
32	Cc1cccc(N2CCCn3c2nc2c3c(=O)[nH]c(=O)n2C)c1	-4	8	-2	-6	-8	-0.5	1	-3	-4	7
33	Cc1cc(C(=O)NCc2ccco2)sc1C	-4	5	-1	8	-6	-0.2	-1	-2	-8	-10
34	S=C1NCCOc2ccccc21	-3	-9	0	8	-6	-0.4	5	1	0	-3
35	CC(=O)N(C(C)=O)c1c(C#N)c(C)n(-c2ccccc2)c1C(=O)c1ccccc1	-3	6	2	1	1	0.9	0	4	-4	4
36	Fc1cccc(CN2CCN3CCCC3C2C2CCCCC2)c1 (configuration not stated)	-1	0	2	10	-6	0.4	-15	-1	1	-7
37	Cc1ccc(C)c(NC(=O)CSc2nc3c(oc4ccccc43)c(=O)n2-c2ccccc2)c1	-2	-3	2	-2	-5	-0.1	-2	-4	5	5
38	Cc1ccc(/C([O-])=C(/C(=S)NCc2ccccc2)[n+]2ccccc2)cc1[N+](=O)[O-]	-6	-2	-5	-5	-16	0.6	2	-3	-8	-3
39	CN1C[C@@H]2[C@@H]3C(=O)N(C)C(=O)[C@@H]3[C@](C)(C1=O)N2C(=O)c1ccc(Br)cc1	1	-1	1	-5	2	-0.3	-3	-4	-6	2
40	COc1ccc(CN2CC(=O)N(c3ccc(Cl)cc3)C2=S)cc1OC	-2	-4	2	-3	-15	-0.1	4	4	10	3
41	COC(=O)C=CC(=NNc1ccccc1)c1ccccc1	-1	10	-53	3	14	0.7	3	-6	-19	0
42	O=C1C2C3C=CC(C3)C2C(=O)N1c1ccc(Cc2ccncc2)cc1 (configuration not stated)	-2	-2	2	1	6	0.3	-7	2	-1	-6
43	O=C(CCn1[nH]c(=O)c2ccccc2c1=O)OC1CCCCC1	-6	-3	-16	-2	2	0.1	14	5	-13	-9
44	COc1cc(/C=N\Nc2nncn2N)ccc1OC(C)=O	2	-7	14*	57*	1	0.3	8	58*	-1	-1
45	CC(=O)Nc1nc(C)c(C(C)(C)C)s1	-2	2	2	5	7	-0.3	-11	1	2	6
46	C=CCn1c(SCC(=O)OCC)nc2cc(C(=O)NCc3ccco3)ccc2c1=O	0	-1	5	-9	-8	-0.3	-19	4	4	-5
47	CCOCCn1c(N2CCN(c3ccccc3)CC2)nc2c1c(=O)[nH]c(=O)n2C	-3	0	1	-12	-2	-0.2	8	-4	-11	3
48	COc1ccc(NC(=O)/C=C2\SC(=O)NC2=O)cc1	-2	5	6	-9	-3	-0.3	22	-1	1	-18

In another format: results already given
46) C=CCn1c(SCC(=O)OCC)nc2cc(C(=O)NCc3ccco3)ccc2c1=O
47) CCOCCn1c(N2CCN(c3ccccc3)CC2)nc2c1c(=O)[nH]c(=O)n2C
48) COc1ccc(NC(=O)/C=C2\SC(=O)NC2=O)cc1
compound no. | 46 | 47 | 48
ADAM17 inh | 0 | -3 | -2
DDE Tn7 FP inh | -1 | 0 | 5
PLC-gamma1 inh | 5 | 1 | 6
TDP2 absorb | -9 | -12 | -9
ASAP1 GAP inh | -8 | -2 | -3
KLK7 zymogen act | -0.3 | -0.2 | -0.3
ARFGAP1 inh | -19 | 8 | 22
LEDGF integ inh | 4 | -4 | -1
ADAM10 inh | 4 | -11 | 1
DDE Tn6 FP inh | -5 | 3 | -18
